# High-throughput results as filed in PubChem.
# NR5A2 inv ag – suppresses constitutive activity of human LRH-1. HEK293T StAR-luciferase reporter, LRH-1 transfected, 24 h. O00482. inhibition, % at 3.6 µM. 360,000 tested, 0.13% active;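 active = inhibition above the mean inhibition of all tested compounds plus 3 SD, cut at about 73% in these data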;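 note: 0% = DMSO wells and 100% = reporter-only cells lacking LRH-1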
# TROY NFkB inh – blocks TROY-dependent signaling in reporter cells | inhibition, % at 10 µM | 360,000 tested, 0.98% active | Q293 LMP1-TROYcd NF-kB luciferase reporter, 4 h;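 active = compounds whose plate-normalised and pattern-corrected inhibition of the luciferase reporter signal at the single screening dose is 50% or more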
# SRC1 inh – human NCOA1 inhibition. HEK293 GAL4-SRC1 luciferase reporter, luminescence. inhibition, % at 3.6 µM. 360,000 tested, 0.12% active;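 active = inhibition above the campaign mean plus 3 SD, with each screening campaign given its own cutoff, cut at about 60% in these data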;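 note: 0% = DMSO treated cells and 100% = gossypol at 36 µM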
# NR2F2 inh – blocks human COUP-TFII nuclear receptor; 370,000 tested, 0.7% active; P24468; inhibition, % at 8.6 µM; HEK293T NGFI-A luciferase reporter, luminescence;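 active = inhibition above a per-plate cutoff, mean inhibition of test wells between control levels plus 3 SD, cut at about 38% in these data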;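 note: cells cotransfected with COUP-TFII expression vector driving the NGFI-A reporter; 0% = median of COUP-TF2 test wells and 100% = reporter-only cells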
# TWEAK Fn14 block – blocks TWEAK-Fn14 interaction in a reporter cell assay | 360,000 tested, 2% active | inhibition, % at 10 µM | TWEAK-stimulated Fn14 reporter cells, luciferase luminescence, 8 h; in the data active = inhibition above about 50%
# ABHD5 PLIN5 PPI – blocks binding of human ABHD5 to perilipin-5; inhibition, % at 4 µM; Split G. princeps luciferase complementation, luminescence, 4 h; Q00G26+Q8WTS1; AID 602281; 360,000 tested, 0.78% active;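 active = inhibition above the mean inhibition across every tested compound plus 3 SD, cut at about 22% in these data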;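 note: 0% = DMSO only wells and the 100% control is not disclosed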
# Target sequence (Q00G26 whole entry, looked up): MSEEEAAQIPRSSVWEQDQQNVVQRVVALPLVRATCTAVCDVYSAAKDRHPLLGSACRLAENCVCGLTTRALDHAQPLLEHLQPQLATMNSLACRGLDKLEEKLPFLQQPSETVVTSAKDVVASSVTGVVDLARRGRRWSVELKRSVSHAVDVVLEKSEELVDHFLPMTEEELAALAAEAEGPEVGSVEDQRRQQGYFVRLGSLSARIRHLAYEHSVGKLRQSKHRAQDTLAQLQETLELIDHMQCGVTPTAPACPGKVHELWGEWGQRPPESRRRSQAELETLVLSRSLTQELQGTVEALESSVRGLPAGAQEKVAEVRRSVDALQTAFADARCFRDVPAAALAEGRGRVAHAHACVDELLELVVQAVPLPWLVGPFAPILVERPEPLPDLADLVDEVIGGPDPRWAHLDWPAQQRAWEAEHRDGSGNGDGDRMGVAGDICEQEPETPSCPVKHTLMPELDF
# Target sequence (Q8WTS1 whole entry, looked up): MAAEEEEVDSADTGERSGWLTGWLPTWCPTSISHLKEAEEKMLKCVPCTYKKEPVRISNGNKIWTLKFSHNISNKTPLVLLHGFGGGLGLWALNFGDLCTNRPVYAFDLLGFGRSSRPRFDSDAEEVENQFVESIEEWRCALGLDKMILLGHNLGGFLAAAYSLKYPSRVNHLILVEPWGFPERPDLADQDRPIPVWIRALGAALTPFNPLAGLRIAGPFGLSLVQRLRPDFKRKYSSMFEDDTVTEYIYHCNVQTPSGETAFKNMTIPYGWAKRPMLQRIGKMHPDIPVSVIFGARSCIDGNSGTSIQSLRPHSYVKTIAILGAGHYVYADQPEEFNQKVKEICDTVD
# NOD2 RIPK2 PPI – inhibitors of human NOD2-RIPK2 interaction. CHO BLA complementation NOD2-RIPK2, CCF4 ratio. 360,000 tested, 0.38% active. O43353. inhibition, % at 4.98 µM; in the data active = inhibition above about 21%;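 note: 0% = vehicle only and 100% = reference blocker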
# NCOA3 inh – inhibits human SRC3 coactivator. HEK293 GAL4-SRC3 luciferase reporter, luminescence. 360,000 tested, 0.17% active. AID 588352. inhibition, % at 3.6 µM;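 active = inhibition above a per-campaign cutoff, the mean of all compounds plus 3 SD, cut at about 60% in these data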;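 note: 0% = DMSO-treated cells and 100% = gossypol-treated cells at 36 µM; higher means less SRC3-driven luciferase light from the GAL4 reporter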
# Exocytosis inh – lytic granule exocytosis inhibition | TALL-104 LAMP-1 surface exposure, flow cytometry; cells stimulated with thapsigargin and PMA | inhibition, % at 10 µM | 360,000 tested, 0.66% active;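 active = inhibition above about 55%, limit read from the data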
# SRC2 inh – inhibits human steroid receptor coactivator 2 | Q15596 | 370,000 tested, 0.17% active | HEK293 GAL4-SRC2 luciferase reporter, luminescence | inhibition, % at 9 µM;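 active = inhibition above the mean inhibition of all tested compounds plus 3 SD, set per campaign, cut at about 52% in these data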;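 note: 0% = DMSO treated cells and 100% = cells given Gossypol at 36 µM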
# TLR9-MyD88 block – inhibitors of human TLR9-MyD88 binding. inhibition, % at 4.98 µM. 340,000 tested, 0.21% active. CHO BLA complementation TLR9-MyD88, CCF4 FRET ratio;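 active = inhibition above the mean over all tested compounds plus 3 SD, cut at about 21% in these data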;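 note: 0% = DMSO only wells and 100% = clavulanate BLA inhibitor control wells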
# The depositor's hits bear a star; x = not tested or not shown.
# The line under a structure holds: NR5A2 inv ag	TROY NFkB inh	SRC1 inh	NR2F2 inh	TWEAK Fn14 block	ABHD5 PLIN5 PPI	NOD2 RIPK2 PPI	NCOA3 inh	Exocytosis inh	SRC2 inh	TLR9-MyD88 block
CN(CC(=O)NCc1ccco1)S(=O)(=O)c1ccc2c(c1)n(C)c(=O)c(=O)n2C
  5.7	19.5	-13.7	-9.1	-5.4	0.3	-3.8	-3.0	-2.0	0.5	-9.2
O=C(Nc1nnc(-c2ccco2)o1)c1ccc(Br)s1
  -14.6	-22.0	3.8	5.7	-5.4	-0.1	7.2	1.4	-4.2	-5.7	-8.6
COc1cccc(C(=O)C2CCCN(Cc3cn(CC(N)=O)c4ccccc34)C2)c1 (stereo not given)
  1.0	11.3	-9.7	11.4	-6.2	0.5	-7.4	3.5	2.3	3.2	-8.0
CC(c1ccccn1)N(CCN(C)C)C(=S)Nc1cccc(F)c1 (stereo not given)
  4.8	-12.4	10.1	x	-14.3	-0.4	1.6	16.2	3.7	x	3.7
O=C(C1=C(O)C(=O)N(CCN2CCOCC2)C1c1cccc(Br)c1)c1cccs1 (stereo not given)
  -6.2	-2.8	-6.5	5.5	24.1	-0.2	3.0	-8.2	1.9	-20.4	8.9
CCOC(=O)c1oc2ccccc2c1CN1CCOCC1
  -16.9	10.0	4.7	-28.1	-7.1	-2.7	-8.7	11.8	-1.2	-34.9	-0.3
COc1ccccc1NC(=O)Cc1cccs1
  4.6	3.8	-5.5	-20.9	-1.7	3.8	8.9	7.5	1.0	-11.1	4.8
COc1ccc(C(=O)C2CCCN(S(=O)(=O)c3cccnc3)C2)c(C)c1 (stereo not given)
  21.0	33.8	-5.0	4.8	2.0	-0.8	-8.3	15.0	-1.2	9.9	1.1
O=c1c(Cc2ccccc2)c(O)ccn1C1CCCCCCC1
  -7.8	-9.3	15.6	14.6	5.2	-1.4	0.6	-3.4	5.8	-11.3	2.0
O=C(NCc1ccc(Cl)cc1)c1cccc(NC2=NC3CS(=O)(=O)CC3S2)c1 (stereo not given)
  -46.1	7.4	-1.8	-7.2	7.1	-0.1	5.5	13.3	0.9	7.5	9.2
CCCOC(=O)c1ccc(Nc2nc(C)cc(=O)[nH]2)cc1
  -9.1	-5.7	6.1	-5.0	0.3	-5.5	-7.2	1.1	0.2	-1.4	-1.6
COc1ccc(-n2c(C)cc(C(=O)CN3C(=O)NC4(CCCc5sccc54)C3=O)c2C)cc1 (stereo not given)
  8.6	-8.3	-2.0	17.5	11.6	6.9	2.5	6.0	6.4	5.6	-3.9
CS(=O)(=O)N1CCCCC1c1cc(C(=O)Nc2ccccc2Cl)no1 (stereo not given)
  -30.8	-32.3	-12.8	-0.1	-30.4	0.3	-9.0	-10.4	4.0	-27.9	x
CC(Oc1ccccc1)C(=O)N/N=C/c1ccccn1 (stereo not given)
  -16.9	2.8	6.3	8.0	1.7	-4.3	-8.0	-10.6	-0.9	-9.4	-3.2
CC(=O)c1c(C)nc(-c2ccc(OCC(=O)Nc3ccc(F)cc3)cc2)n1O
  6.2	12.0	6.9	8.6	12.8	5.8	-5.7	12.4	-3.0	-17.8	7.6
COc1cc2nc(CN3CCN(C(C)=O)CC3)[nH]c(=O)c2cc1OC
  -15.2	10.7	3.8	27.0	9.9	-0.3	-5.1	7.5	-0.8	24.0	-10.5
COCC1CCN(C(=O)C2CCC(=O)N(Cc3ccc(Cl)cc3)C2)CC1 (stereo not given)
  -1.3	-8.3	-4.4	-20.8	9.4	1.1	-4.6	21.4	2.6	8.6	-9.3
O=C(COc1ccc(F)cc1)N(Cc1cccc(Br)c1)C1CCS(=O)(=O)C1 (stereo not given)
  -13.9	-6.9	1.7	7.1	-1.8	-10.1	-5.3	10.0	1.5	0.7	-9.7
Cc1ccc(NC(=O)CSc2nc3c(cc2C#N)C(=O)CCC3)cc1S(=O)(=O)N(C)C
  19.1	12.7	-12.1	-14.5	10.3	1.6	-5.5	19.3	2.2	15.2	-11.0
O=C(COc1ccccc1)N[C@@H]1c2ccccc2CC[C@H]1OCc1ccccc1
  -10.3	-5.6	5.3	4.0	6.2	-0.1	0.1	-4.1	1.0	15.6	-5.2

# Molecules above with two or more sulfur atoms:
# The line under a structure holds: NR5A2 inv ag	TROY NFkB inh	SRC1 inh	NR2F2 inh	TWEAK Fn14 block	ABHD5 PLIN5 PPI	NOD2 RIPK2 PPI	NCOA3 inh	Exocytosis inh	SRC2 inh	TLR9-MyD88 block
O=C(NCc1ccc(Cl)cc1)c1cccc(NC2=NC3CS(=O)(=O)CC3S2)c1 (stereo not given)
  -46.1	7.4	-1.8	-7.2	7.1	-0.1	5.5	13.3	0.9	7.5	9.2
Cc1ccc(NC(=O)CSc2nc3c(cc2C#N)C(=O)CCC3)cc1S(=O)(=O)N(C)C
  19.1	12.7	-12.1	-14.5	10.3	1.6	-5.5	19.3	2.2	15.2	-11.0

# Next section.
# The line under a structure holds: NR5A2 inv ag	TROY NFkB inh	SRC1 inh	NR2F2 inh	TWEAK Fn14 block	ABHD5 PLIN5 PPI	NOD2 RIPK2 PPI	NCOA3 inh	Exocytosis inh	SRC2 inh	TLR9-MyD88 block
CC(C)=CCC[C@H](C)C[C@@H]1Cc2[nH][nH]c(=O)c2[C@H](c2ccc(F)cc2)O1
  10.1	-26.7	x	15.3	-14.7	-12.9	-8.9	x	3.1	-10.1	x
O=S(=O)(Cc1ccccc1)N1CCN(Cc2ccccc2)CC1
  -0.4	-4.9	-20.1	4.1	-11.7	1.7	2.4	-10.9	1.4	-1.8	-8.1
C/C(N)=C(/C#N)C(=O)CSc1nc2scc(-c3ccc(F)cc3)c2c(=O)n1C
  8.5	21.4	-4.6	11.4	30.1	1.2	-1.1	-9.1	1.4	-6.6	-4.5
CCCCCN(C(=O)COC(=O)CSc1ccc([N+](=O)[O-])cc1)c1c(N)n(CCCC)c(=O)[nH]c1=O
  5.0	-6.8	0.8	-3.6	-0.3	-4.2	9.5	-2.6	-6.8	-2.4	4.1
COc1ccc(N2C(=O)CC(Cc3ccccc3OC)C2=O)cc1 (stereo not given)
  3.0	-12.6	-4.0	-4.1	2.2	0.7	-16.6	6.0	-0.3	20.4	-10.6
CCCNc1nc2c(c(=O)n(C)c(=O)n2C)n1CCC(C)C
  28.4	21.1	-0.9	22.4	20.6	-1.2	-10.2	8.0	0.9	23.8	-4.1
COC(=O)C1=C[C@@H](C(=O)OC)[C@@H]2C3=C(C(=O)[C@]2(C)NC(=O)c2ccccc2)[C@H](C)n2c(=O)n(-c4ccccc4)c(=O)n2[C@@H]3C1
  6.2	-1.8	0.5	5.7	-5.7	4.1	-0.8	11.3	6.8	-14.2	2.4
O=C(CCc1n[nH]c(=O)[nH]c1=O)N1CCCCC1
  7.9	-17.2	0.2	16.8	-17.6	-3.8	-7.8	1.3	2.1	5.4	-10.7
Cc1onc(-c2c(F)cccc2Cl)c1C(=O)Nc1ccccc1N1CCOCC1
  5.0	-3.7	11.1	23.8	21.2	-3.6	4.3	20.8	-3.2	4.7	-3.9
COc1cccc(C(=O)Nc2cccc3ccccc23)c1OC
  -35.1	-33.2	-17.0	-7.5	-11.6	-2.9	-7.3	-16.2	-13.8	-52.5	-21.3
O=C(Cc1ccccc1)NNC(=O)Nc1ccc(Cl)c(Cl)c1
  -9.5	10.0	1.3	10.7	35.9	-0.2	-5.6	25.8	-0.3	8.2	-0.8
O=C(NCC(c1cccnc1)N1CCN(c2ccccc2F)CC1)c1ccco1 (stereo not given)
  1.8	-1.1	11.2	18.6	-7.5	6.0	0.6	-16.3	3.8	0.8	-8.6
Cc1cc(C)cc(NC(=O)NCc2c(-c3ccccc3)noc2C)c1
  -24.1	-18.5	5.6	8.5	-5.3	2.4	-4.5	12.8	-9.9	-4.2	8.7
C=CCN1C(=O)/C(=C\C(C)=C\c2ccccc2)SC1=S
  6.6	6.9	-4.8	-3.4	-10.4	-6.5	-9.1	8.5	-4.0	5.5	-6.7
O=C(O)c1ccc(Cn2cnc3cccnc32)cc1
  -21.7	9.5	-8.8	13.4	26.5	4.4	0.0	-8.1	-1.7	3.1	0.8
COc1ccc(NC2CCCN(C(=O)CCN3CCCC3=O)C2)cc1OC (stereo not given)
  -21.9	-5.0	-10.0	5.5	-5.5	-1.4	8.5	-10.3	-21.4	-23.2	-1.6
COc1cc(C)nc(N2CCCC(C(=O)Nc3cc(Cl)ccc3OC)C2)n1 (stereo not given)
  -11.5	41.6	11.7	-10.9	38.1	6.6	-21.8	12.7	0.6	-13.3	4.7
CCc1ccc(-c2nnn(CCC#N)n2)cc1
  -17.2	-36.4	-31.8	-7.8	-11.9	3.8	-2.3	-12.5	0.8	-24.6	-3.2
COC(=O)C(Cc1cnc(Cl)s1)(C(=O)OC)c1ccc([N+](=O)[O-])cc1[N+](=O)[O-]
  -0.5	7.5	20.7	7.0	-2.6	-11.5	6.8	3.3	8.3	-36.1	-1.9
CCOC(=O)CSc1nc2cc(C(=O)N3CCC(C(N)=O)CC3)ccc2c(=O)n1C1CCCCC1
  -8.8	9.0	-10.9	9.9	-7.5	-6.3	1.1	-13.6	-1.8	5.8	-8.2

# Carrying on:
# The line under a structure holds: NR5A2 inv ag	TROY NFkB inh	SRC1 inh	NR2F2 inh	TWEAK Fn14 block	ABHD5 PLIN5 PPI	NOD2 RIPK2 PPI	NCOA3 inh	Exocytosis inh	SRC2 inh	TLR9-MyD88 block
Cc1cc(O)c(Sc2ccc(Cl)cc2)c(=O)[nH]1
  10.6	9.9	2.8	12.1	0.3	4.2	-18.2	17.1	-1.2	-11.5	6.5
Cc1cc(C(=O)CCC(=O)N(C)CC(=O)Nc2c(Cl)cccc2Cl)c(C)s1
  12.7	22.2	-9.7	-17.2	-9.8	3.6	6.8	8.4	6.4	-21.1	-2.3
COc1ccc(/C=C2/NC(=O)N(Cc3ccccc3F)C2=O)cc1OC
  -8.2	-22.8	10.4	-7.5	-3.1	-1.0	2.6	7.9	3.5	26.1	-1.4
Cc1ccc(C(=O)OCCN2CCN(c3ncc(C(F)(F)F)cc3Cl)CC2)cc1
  -4.7	x	16.7	10.6	0.8	1.1	-7.2	-6.7	1.9	-4.1	-12.7
CCCOc1ccc(NC(=O)C2CCCNC2=O)cc1 (stereo not given)
  -50.4	-15.5	-35.5	-12.1	-5.7	-0.3	-3.1	-13.4	3.6	4.2	0.6
Cc1cccc(C)c1-n1nnnc1C(c1ccccc1OC(F)(F)F)N1CCN(C/C=C/c2ccccc2)CC1 (stereo not given)
  -1.9	16.5	13.8	-13.6	-14.8	-1.0	-12.1	15.7	3.6	11.4	x
O=C(COc1ccccc1Cl)NNC(=O)c1cc(S(=O)(=O)N2CCOCC2)ccc1N1CCCC1
  -1.9	13.2	-11.8	2.9	-1.7	4.9	-17.6	1.9	17.9	-21.9	0.8
Cn1c(=O)c2c(ncn2CC(=O)Nc2ccccc2Sc2ccccc2)n(C)c1=O
  -7.2	8.3	4.6	7.4	16.4	-4.2	-10.8	-12.6	3.2	12.5	-8.4
Cc1cccc(NC(=O)CSc2ccc(-c3ccco3)nn2)c1C
  45.4	-11.4	-8.6	2.5	-6.9	9.2	-11.3	9.7	1.7	-4.3	-11.3
Cc1cccc(C)c1OCC(=O)N(Cc1ccc(Cl)cc1)C1CCS(=O)(=O)C1 (stereo not given)
  6.0	12.0	-15.7	10.6	0.1	2.2	1.4	14.6	0.6	-24.7	-7.3
COc1ccc(NC(=O)CC2CC3CCC2C3)cn1 (stereo not given)
  -30.4	-21.0	-18.6	-8.3	-12.4	1.8	-2.0	-6.9	1.6	-13.3	-6.8

# The list is partial, so the mix of outcomes need not match the whole.
